# Screening results: PubChem, National Center for Advancing Translational Sciences (NCATS)
# HEK293 tox – Cytotoxic Profiling in HEK 293 Cell Line of Diverse Libraries Using Quantitative High-Throughput Screening; HEK 293 viability, ATP luminescence (CellTiter-Glo), 48-72 h; Potency, µM (doses to about 115 µM), inactives show at the highest dose activity change, negative = cytotoxicity, most hits filed as inhibitors; 94,000 tested, 6.6% active; further: potency means the concentration at half of the fitted maximal effect; nearly all actives have a fitted effect of over 60% in size
#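 Cells seeded first (HEK 293, 250 cells/well), then compound added by pintool. Incubation ran 48 or 72 hr at 37 degree Celsius. CellTiter-Glo was added and luminescence imaged after 10 min at room temperature.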
# SNCA expr inhib – Primary qHTS assay for inhibitors of alpha-synuclein gene (SNCA) expression. 140,000 tested, 0.17% active. Potency, µM (highest dose often 57.2 µM), for the others: at the top dose activity change, negative = inhibition, hits mostly inhibitors. HEK-293 SNCA-luciferase knock-in, luminescence, 24 h;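 further: potency means the concentration at half of the fitted maximal effect; plate controls were DMSO cells for no effect and cell-free wells for full effect; nearly all actives have a fitted effect of over 45% in size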
# GPT2 inhibitor – Primary qHTS assay for inhibitors of Glutamate pyruvate transaminase 2 (GPT2). Recombinant GPT2, coupled pyruvate oxidase/HRP Amplex Red fluorescence. Potency, µM (titrated, usually from 57.7 µM), for inactives: at the highest dose activity change, negative = inhibition, actives largely listed as inhibitors. Alanine aminotransferase 2 (Homo sapiens), Q8TD30. AID 1671188, 2021. 100,000 tested, 0.25% active; further: potency means the concentration at half of the fitted maximal effect; nearly all actives have a fitted effect of over 60% in size; many of its hits are not listed in these tables
# Target sequence (Q8TD30 whole entry, looked up): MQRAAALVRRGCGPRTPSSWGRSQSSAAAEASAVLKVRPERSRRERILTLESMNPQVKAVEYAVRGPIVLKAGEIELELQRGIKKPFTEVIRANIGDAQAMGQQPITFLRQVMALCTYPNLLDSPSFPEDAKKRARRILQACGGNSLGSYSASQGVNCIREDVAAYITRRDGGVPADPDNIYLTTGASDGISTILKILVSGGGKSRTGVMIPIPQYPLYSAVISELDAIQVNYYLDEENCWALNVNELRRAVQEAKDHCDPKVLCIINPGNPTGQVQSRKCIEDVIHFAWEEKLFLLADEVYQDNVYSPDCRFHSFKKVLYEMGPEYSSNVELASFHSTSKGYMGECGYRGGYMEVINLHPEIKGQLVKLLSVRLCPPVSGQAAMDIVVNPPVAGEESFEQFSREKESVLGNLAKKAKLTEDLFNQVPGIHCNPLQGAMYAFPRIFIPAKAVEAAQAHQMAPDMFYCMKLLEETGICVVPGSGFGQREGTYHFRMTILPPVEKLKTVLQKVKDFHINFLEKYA
#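 GPT2 10ng/uL, a-KG 250uM, L-Ala 2mM, HEPES pH7.5 + 0.0001% Tween; 30 min RT. Then Amplex mix (PO/HRP/ThPP), 30 min RT dark, fluorescence. AOA 50uM used as positive control.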
# NIH3T3 tox – Cytotoxic Profiling in NIH 3T3 Cell Line of Diverse Libraries Using Quantitative High-Throughput Screening; Potency, µM (highest dose often 96.7 µM), for inactives: at the top dose activity change, negative = cytotoxicity, actives largely listed as inhibitors; 94,000 tested, 4.3% active; NIH 3T3 viability, CellTiter-Glo ATP luminescence, 48-72 h; further: potency means the concentration at half of the fitted maximal effect; nearly all actives have a fitted effect of over 55% in size
#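 Cytotoxicity was measured by CellTiter-Glo ATP luminescence after 48 or 72 h compound exposure at 37 °C. Mouse NIH 3T3 fibroblasts were seeded at 400 cells/well and dosed by 23 nL pin transfer.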
# IP6K1 inhibitor – Primary qHTS assay for small molecule inhibitors of Inositol hexaphosphate kinase 1 (IP6K1); IP6K1 kinase, ADP-Glo luminescence, 2 h; stronger effect = lower value; activity change, % (series mostly up to about 58 µM); 140,000 tested, 0.81% active; in the data active means activity change below about -25%
# Target sequence (Q92551 whole entry, looked up): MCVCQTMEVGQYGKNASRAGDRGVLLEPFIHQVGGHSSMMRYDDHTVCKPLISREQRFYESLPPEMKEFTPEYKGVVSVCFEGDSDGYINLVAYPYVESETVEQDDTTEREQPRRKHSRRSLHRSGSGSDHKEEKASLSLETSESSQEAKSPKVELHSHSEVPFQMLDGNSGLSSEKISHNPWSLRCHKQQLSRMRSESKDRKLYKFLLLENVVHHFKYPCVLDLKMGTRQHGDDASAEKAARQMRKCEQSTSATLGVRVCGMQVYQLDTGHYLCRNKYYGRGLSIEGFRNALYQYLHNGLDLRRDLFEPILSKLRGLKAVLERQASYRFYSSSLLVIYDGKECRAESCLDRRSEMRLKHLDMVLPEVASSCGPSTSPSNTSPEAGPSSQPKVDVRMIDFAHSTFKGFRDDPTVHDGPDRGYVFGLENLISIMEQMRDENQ
#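 ADP-Glo luminescence measures ADP made by human IP6K1 during a 2 h RT reaction with ATP/IP6 (mix at 1.3 mM/130 uM); top library doses 57.5 and 19.1 uM final.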
# HEK293 viab – GF-AFC viability counterscreen for inhibitors of alpha-synuclein gene (SNCA) expression | 150,000 tested, 0.12% active | HEK-293-SNCA-luc viability, GF-AFC fluorescence, 24 h | AID 1671193, 2021 | Potency, µM (top dose mostly 57.1 µM), inactives show top-dose activity change, negative = cytotoxicity, most hits filed as cytotoxic;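 further: potency means the concentration at half of the fitted maximal effect; 0% = DMSO-treated cells and -100% = medium-only wells without cells; nearly all actives have a fitted effect of over 30% in size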
#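 Cytotoxicity counterscreen: after 24 h compound treatment of genome-edited SNCA-luciferase HEK-293 cells, live-cell protease substrate GF-AFC read by fluorescence after 30 min; activity scaled between DMSO (0%) and medium-only (-100%), curves Hill-fitted.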
# Luciferase inh – Firefly luciferase inhibition profiling of diverse chemical library using quantitative high-throughput screening | Luciferin 4-monooxygenase (Photinus pyralis), P08659 | purified P. pyralis luciferase, luminescence, biochemical | Potency, µM (highest dose often 115 µM), without a hit: at the top dose activity change, negative = inhibition, hits mostly inhibitors | 76,000 tested, 2.5% active | AID 1347043, 2019; further: potency means the concentration at half of the fitted maximal effect; nearly all actives have a fitted effect of over 65% in size
#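 Purified 10nM P. pyralis luciferase with 10uM D-luciferin and 10uM ATP in 50mM Tris acetate pH 7.5, 10mM Mg acetate, 0.01% Tween-20, 0.05% BSA. qHTS titration; luminescence read by CCD imager.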
# Numbers without * were called inactive; i = inactive; ? = inconclusive; · = no result given; [ ] = dose if it differs, or a comment. Unless noted, the call rests on the fitted dose curve; in most records, active means well fitted curve in the direction sought with a large enough effect; inconclusive means small, poorly fitted or top-dose-only effect, or another doubt; inactive means no such curve, though single readings can be large; an effect the other way counts as inactive or inconclusive. Unless noted, on the % scale 0 is the no-effect control and ±100 the full control effect.
# Start of the data: the first nine compounds, ahead of the listing:
SMILES,HEK293 tox,SNCA expr inhib,GPT2 inhibitor,NIH3T3 tox,IP6K1 inhibitor,HEK293 viab,Luciferase inh
Cc1ccc(-c2nc(SCC(=O)Nc3cc(C)on3)c3c(=O)n(C)c(=O)n(C)c3n2)cc1,·,-2%,·,·,-4,-16%,·
COc1ccc(C(=O)NC2CCN(c3cn[nH]c(=O)c3)CC2)cn1,-1%,-2%,i,-7%,28,?,8%
CCOC(=O)c1c(S(=O)(=O)N2CCC(C(=O)N3CCN(c4ccc(F)cc4)CC3)CC2)c(C)n(C)c1C,·,-12%,·,·,-6,-6%,·
COc1ccc(C(=O)NC(C(=O)NCC(C)C)C2CCN(C(=O)C3CCCC3)CC2)cc1 (configuration not stated),-3%,-1%,-13%,-9%,-5,-2%,-6%
Cc1ccc(-n2c(=O)c3ccccc3n(CC(=O)Nc3cccc(C(F)(F)F)c3)c2=O)cc1,·,-25%,·,·,1,?,·
Cc1ccc(NC(=O)N2CCC(CCNC(=O)c3ccc(F)cc3)CC2)cc1F,?,121%[activator],-13%,?,-3,13%,10µM*
CN1CCc2[nH]cnc2C12CCN(C(=O)Cc1ccc(F)cc1Cl)CC2,-4%,-8%,5%,i,4,6%,1%
Cn1cc(-c2c[nH]c3ncnc(N4CCOCC4)c23)cn1,·,·,i,·,-3,?,·
COCCn1c(=O)c2c(n1Cc1ccccc1)CN(Cc1cccc(C)n1)CC2,-10%[172 µM],2%[87.6 µM],i,?,8,1%[87.6 µM],-8%[172 µM]

# Main list, previewed entries included:
SMILES,HEK293 tox,SNCA expr inhib,GPT2 inhibitor,NIH3T3 tox,IP6K1 inhibitor,HEK293 viab,Luciferase inh
Cc1ccc(-c2nc(SCC(=O)Nc3cc(C)on3)c3c(=O)n(C)c(=O)n(C)c3n2)cc1,·,-2%,·,·,-4,-16%,·
COc1ccc(C(=O)NC2CCN(c3cn[nH]c(=O)c3)CC2)cn1,-1%,-2%,i,-7%,28,?,8%
CCOC(=O)c1c(S(=O)(=O)N2CCC(C(=O)N3CCN(c4ccc(F)cc4)CC3)CC2)c(C)n(C)c1C,·,-12%,·,·,-6,-6%,·
COc1ccc(C(=O)NC(C(=O)NCC(C)C)C2CCN(C(=O)C3CCCC3)CC2)cc1 (configuration not stated),-3%,-1%,-13%,-9%,-5,-2%,-6%
Cc1ccc(-n2c(=O)c3ccccc3n(CC(=O)Nc3cccc(C(F)(F)F)c3)c2=O)cc1,·,-25%,·,·,1,?,·
Cc1ccc(NC(=O)N2CCC(CCNC(=O)c3ccc(F)cc3)CC2)cc1F,?,121%[activator],-13%,?,-3,13%,10µM*
CN1CCc2[nH]cnc2C12CCN(C(=O)Cc1ccc(F)cc1Cl)CC2,-4%,-8%,5%,i,4,6%,1%
Cn1cc(-c2c[nH]c3ncnc(N4CCOCC4)c23)cn1,·,·,i,·,-3,?,·
COCCn1c(=O)c2c(n1Cc1ccccc1)CN(Cc1cccc(C)n1)CC2,-10%[172 µM],2%[87.6 µM],i,?,8,1%[87.6 µM],-8%[172 µM]
COCCC1(NS(C)(=O)=O)CCN(C(=O)c2cccc(C#N)c2)CC1,-4%,-21%,4%,-6%,-9,-1%,0%
CC(=O)Nc1ccc(NC(=O)c2nc(SCc3ccccc3C)ncc2Cl)cc1,·,-13%,·,·,13,-6%,·
COc1cccc(CC(=O)N2CC(c3nnc(-c4ccncc4)o3)C3(CCOCC3)C2)c1 (configuration not stated),-9%,8%,i,-15%,12,5%,-12%
O=C(Nc1cccc(C2OC(=O)N(Cc3ccccc3)C2C(=O)Nc2ccccc2)c1)c1ccco1 (configuration not stated),?,8%,-29%,?,6,15%,-14%
Cc1cc(CNS(=O)(=O)c2ccc3c(c2)CCN(C(=O)C(O)C(C)C)C3)no1 (configuration not stated),?,11%,i[11.5 µM],-24%,-3,2%,6%
COc1cc(F)ccc1-c1nccc2c(=O)cc(N3CCN(C)CC3)oc12,i,14%[87.6 µM],1%[88.5 µM],?,-8,-3%[87.6 µM],0%[172 µM]
CCOc1ccc(N(CC)C(=O)c2nn(-c3ccc(OC)cc3)c(=O)c3c2c2ccccc2n3C)cc1,·,?,·,·,-15,-3%,·
COc1ccc(CN(C(=O)COc2ccccc2OC)C2CCS(=O)(=O)C2)cc1 (configuration not stated),·,25%,·,·,-4,-7%,·
O=C1COC2(CCN(S(=O)(=O)c3ccc(-c4ccc5cccnc5c4)cc3)CC2)CN1C1CC1,·,·,4%,·,1,15%,·
Cc1ccccc1CN1C[C@@H](CO)[C@H](c2nc(-c3ccncc3)no2)C1,?,-8%,i,?,-8,-9%,-11%
COc1ccccc1CN1CCC2(Cc3ccccc3CNC2=O)C1 (configuration not stated),?,32%[activator],i,-24%,-12,-3%,·
CN(Cc1cccc(F)c1)C1CCOc2ccccc21 (configuration not stated),-13%[172 µM],7%[87.6 µM],-24%[88.5 µM],-15%[138 µM],17,13%[87.6 µM],-3%[172 µM]
CC(C)(O)c1cc(CC2(NCC3CCCCC3)COC2)no1,1%[172 µM],-4%[87.6 µM],i,-12%[174 µM],-1,0%[87.6 µM],4%[172 µM]
N#Cc1cccnc1N1CCC(CO)(Cc2ccccc2C(F)(F)F)CC1,?,-9%,1%,?,-4,5%,-2%
COc1ccc(-c2nc(C)nc3c2CN(C(=O)Nc2ccc(Cl)cc2)CC3)cc1,?,1%,-33%,?,-5,-8%,·
Cc1nn(-c2ccccc2)c2c1C(C(C)C)N(C1CCCN([S+](=O)([O-])c3c(C)noc3C)C1)C2=O (configuration not stated),-19%,·,·,-21%,14,·,·
COc1ccc(CCC(=O)N2CCC3(CC2)CC(CO)N(C(=O)c2ccccc2)C3)cc1 (configuration not stated),0%,-8%,4%,-14%,14,3%,·
COc1ccc(NC(=O)C(NS(=O)(=O)c2cccc3nsnc23)C(C)C)cc1OC (configuration not stated),·,31%[activator],·,·,-12,2%,·
COc1ccc(OCc2ccc(-c3nc(C#N)c(N4CCCCC4)o3)o2)cc1,·,16%,·,·,0,3%,·
COCCOc1ccc2c(n1)CCN(C(=O)c1ccnn1C)C2,11%,20%,i,i,3,-12%[12.5 µM],-7%
CSc1ncc(Cl)c(C(=O)Nc2ccc(S(=O)(=O)Nc3nccc(C)n3)cc2)n1,·,?,·,·,3,11%,·
Cc1ccccc1CC(=O)N1CCCN(C(=O)C2CC2)c2ccccc21,-7%,20%,i,-5%,-12,-10%,31%
O=C(Nc1ccnn1C1CCN(Cc2ccc(-c3ccco3)cc2)CC1)C1CC1,-8%,37%[activator],-14%,0%,38,4%,6%
COc1cccc(C(=O)N2CCn3c(nnc3C3CC3)C2)c1,1%[172 µM],24%[87.6 µM],i,-14%[138 µM],7,15%[87.6 µM],-2%[172 µM]
Cc1cccc(-c2cccc(CN3CCC(N[S+](=O)([O-])c4cccc(C(F)(F)F)c4)CC3)c2)c1,?,?,-12%,11µM*,5,-28%,·
COc1ccc(N2CCOC3CCN(CCCc4ccccc4)CC3C2=O)cc1 (configuration not stated),?,9%[87.6 µM],i,?,-6,2%[87.6 µM],8%[172 µM]
Cc1ccc(CNC(=O)N2CCCC(c3noc(COc4ccccc4)n3)C2)cc1 (configuration not stated),?,28%,i,?,18,-8%[12.5 µM],-24%
Cc1ccc(-c2nc(C(=O)NCc3ccc(Cl)cc3)no2)cc1,-6%,22%,0%,-24%,-2,3%,-15%
CCOC(=O)C1=C(C)N=C2SC=C(CC(=O)Nc3ccc(OC)cc3)N2C1c1ccccc1F (configuration not stated),?,10%,?,?,4,-7%,-10%
Cc1ccc(S(=O)(=O)N2CCCC(Cn3cnc4cccnc43)C2)cc1F (configuration not stated),-28%,18%,-25%,-35%,1,3%,-9%
O=C(CSc1nc2c(c(=O)[nH]1)CCCC2)Nc1ccc(Br)cc1,·,-1%,·,·,-15,4%,·

# 2 compounds from above with just HEK293 viab and GPT2 inhibitor.
SMILES | HEK293 viab | GPT2 inhibitor
COCCC1(NS(C)(=O)=O)CCN(C(=O)c2cccc(C#N)c2)CC1 | -1% | 4%
COc1ccc(OCc2ccc(-c3nc(C#N)c(N4CCCCC4)o3)o2)cc1 | 3% | ·

# Next section.
SMILES,HEK293 tox,SNCA expr inhib,GPT2 inhibitor,NIH3T3 tox,IP6K1 inhibitor,HEK293 viab,Luciferase inh
CN(Cc1ccccc1)C(=O)CCNc1c(-c2cccc(F)c2)nc2cnccn12,?,30%,i,-16%,22,?,5%
Cc1cc(=O)n(CC(=O)Nc2cccc(Cl)c2)c(N2CCc3ccccc3C2)n1,?,?,i,14µM*,-3,?,-6%
CCC(C)NC(=O)N1CC(c2nc(CCOCC3CCOCC3)no2)C1 (configuration not stated),-1%,18%,-9%,3%,7,?,-3%
O=C(CN1C(=O)C(c2ccccc2)=NC12CCCC2)NCc1ccccc1Cl,?,-13%,i,?,2,-23%[12.5 µM],-9%
Cc1ccc(Cn2c(=O)n(Cc3ccco3)c(=O)c3sc4ccccc4c32)cc1,·,-6%,·,·,-9,4%,·
Cc1cc(NC(=O)Nc2nc3c(s2)CCCCCC3)ccc1Br,·,20%,·,·,10,2%,·
COc1ccc(-c2cccc(C(=O)N3CCN(Cc4ccccc4)CC3)c2)nn1,?,·,·,?,13,·,·
COc1ccccc1OCCNC(=O)[C@H]1CCC[C@H]1NC(=O)c1cnc(C)cn1,i,7%,-9%,i,6,2%,0%
CC(C)c1nc2c(c(-c3ccc(Cl)cc3)n1)CCN(Cc1ccsc1)CC2,45µM*,?,i,?,-1,0%,·
CCN1C(=O)C2(CCN(C(=O)NC3CCCCC3)CC2)c2ccccc21,-1%,-8%,i,-4%,2,3%,-7%
Cc1ccccc1CSCc1ccc(C(=O)NCCc2ccccc2)o1,·,24%,·,·,7,9%,·
CCOc1ccc(NC(=O)N2CCc3cc(OC)c(OC)cc3C2CNC(=O)C2CC2)cc1 (configuration not stated),i,1%,-20%,-3%,-5,-1%,-7%
COc1ccc(CN2CCOc3nc(-c4ccc(C(=O)N(C)C)cc4)ncc3C2=O)cc1,?,41%[activator][87.6 µM],1%[88.5 µM],-11%[138 µM],2,-9%[87.6 µM],?
